Screens deposited in PubChem BioAssay by National Center for Advancing Translational Sciences (NCATS).
PI5P4K alpha inh: blocks human PI5P4K alpha kinase activity | P48426 | PI5P4Kalpha enzyme, ADP-Glo luminescence, 60 min; stronger effect = lower value | max response, % | 1.2% of 330,000 active; active means max response of -50% or lower; inconclusive means between -30% and -50%; inactive means -30% or higher; further: value at the top dose of about 77 µM; on the % scale 0 is the no-effect control and ±100 the full control effect
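Quantitative HTS of the MLSMR library against PI5P4Kalpha with substrate. ATP added last at 5 microM final; room temperature, 60 minutes. Remaining ATP depleted, ADP converted and read as luminescence.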
PLK1 PBD inh: PLK1 (human) polo-box domain binding inhibition. AID 720504. P53350. Plk1 PBD binding of FITC phosphopeptide, fluorescence polarization. Potency, µM, inactives show max response, negative = inhibition, hits mostly inhibitors. 2.8% of 360,000 active; further: potency means the concentration at half of the fitted maximal effect; series mostly up to about 57 µM; on the % scale 0 is the no-effect control and ±100 the full control effect; nearly all actives have a fitted effect of over 65% in size
IL-2 act: IL-2 activation | IL-2 activation reporter assay, cell-based qHTS; stimulated with anti-CD3/CD4/CD28 beads; in transgenic mouse T cells | activation, % (series mostly up to about 46 µM) | 0.065% of 360,000 active | AID 652025; in the data active means activation above about 50%; inconclusive means mostly about 30% to 49%; further: 0% is about no effect
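Unstimulated transgenic mouse T cells; 60-min compound exposure; bead-based TCR/CD4/CD28 stimulation; 18 h culture, 37 degrees C; dual fluorescence (EGFP, DsRed) plate cytometry.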
WRN helicase inh: blocks human WRN helicase; Q14191; WRN helicase unwinding, fluorescent forked duplex, kinetic; Potency, µM (titrated, usually from 114 µM), for inactives: at the top dose activity change, negative = inhibition, most hits filed as inhibitors; 0.46% of 360,000 active; AID 651768; further: potency means the concentration at half of the fitted maximal effect; on the % scale 0 is the no-effect control and ±100 the full control effect; nearly all actives have a fitted effect of over 55% in size
Target sequence (Q14191 whole entry, looked up): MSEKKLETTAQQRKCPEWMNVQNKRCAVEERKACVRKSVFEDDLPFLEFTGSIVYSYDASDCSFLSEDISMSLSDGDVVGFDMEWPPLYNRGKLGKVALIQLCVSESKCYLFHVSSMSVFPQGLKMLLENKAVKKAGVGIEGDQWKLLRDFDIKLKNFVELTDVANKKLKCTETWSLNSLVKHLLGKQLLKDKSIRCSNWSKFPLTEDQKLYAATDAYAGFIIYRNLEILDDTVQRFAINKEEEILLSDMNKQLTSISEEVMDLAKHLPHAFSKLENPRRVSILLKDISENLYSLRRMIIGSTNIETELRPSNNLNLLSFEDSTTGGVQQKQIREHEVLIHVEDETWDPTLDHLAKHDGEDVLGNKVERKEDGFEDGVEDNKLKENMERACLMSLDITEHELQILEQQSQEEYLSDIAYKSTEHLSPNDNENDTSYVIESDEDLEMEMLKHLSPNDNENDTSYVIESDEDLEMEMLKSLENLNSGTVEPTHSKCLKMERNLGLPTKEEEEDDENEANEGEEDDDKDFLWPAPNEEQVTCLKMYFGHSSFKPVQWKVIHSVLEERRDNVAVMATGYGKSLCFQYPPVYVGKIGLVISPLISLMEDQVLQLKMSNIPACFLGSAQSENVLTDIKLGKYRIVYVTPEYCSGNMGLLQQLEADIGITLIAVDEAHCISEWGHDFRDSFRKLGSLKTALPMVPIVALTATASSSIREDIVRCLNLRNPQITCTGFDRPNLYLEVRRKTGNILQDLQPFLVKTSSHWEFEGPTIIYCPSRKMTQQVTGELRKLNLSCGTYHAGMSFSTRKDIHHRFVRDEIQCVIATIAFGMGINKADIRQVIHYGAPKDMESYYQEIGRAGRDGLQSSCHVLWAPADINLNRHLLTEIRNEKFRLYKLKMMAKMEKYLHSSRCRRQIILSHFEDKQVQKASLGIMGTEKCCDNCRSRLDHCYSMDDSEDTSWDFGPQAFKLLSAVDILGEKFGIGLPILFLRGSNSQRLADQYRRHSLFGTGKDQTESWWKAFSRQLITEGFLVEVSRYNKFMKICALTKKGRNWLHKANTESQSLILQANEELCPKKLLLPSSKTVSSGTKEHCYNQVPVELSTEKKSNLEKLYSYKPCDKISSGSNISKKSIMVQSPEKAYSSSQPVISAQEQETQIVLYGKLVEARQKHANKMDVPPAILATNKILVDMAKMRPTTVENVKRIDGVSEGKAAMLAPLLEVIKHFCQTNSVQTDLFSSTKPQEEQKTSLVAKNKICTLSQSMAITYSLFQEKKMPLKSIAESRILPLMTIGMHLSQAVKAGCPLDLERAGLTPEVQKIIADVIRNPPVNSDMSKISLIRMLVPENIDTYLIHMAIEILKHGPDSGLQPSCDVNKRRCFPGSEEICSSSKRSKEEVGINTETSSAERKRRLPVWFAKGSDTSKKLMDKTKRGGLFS
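Kinetic fluorescence helicase assay: unwinding of a quenched forked DNA duplex (100 nM final) with 2 mM ATP final raises red fluorescence (525/598 nm). Compounds sat 15 min at room temperature with 20 nM WRN beforehand.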
Abeta rescue: A-beta toxicity reversal in yeast; yeast expressing A-beta42, growth rescue, OD600, 48 h; response scale: 0% DMSO, 100% iron-clioquinol control; Potency, µM (top dose mostly 46.1 µM), without a hit: at the highest dose growth rescue, hits mostly activators; 0.063% of 410,000 active; AID 1347071; further: potency means the concentration at half of the fitted maximal effect; nearly all actives have a fitted effect of over 55% in size
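Yeast A-beta toxicity model in growth medium with pinned compounds, 48 h at 30 C; growth read as absorbance at 600 nm. Normalized to FeCl3/clioquinol equimolar mix (positive) and DMSO (negative).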
EPAC1 antag: EPAC1 (human) antagonism. O95398. EPAC1 GEF assay, Rap1b-BODIPY-GDP exchange fluorescence. Potency, µM (series often up to 115 µM), inactives show at the highest dose activity change, negative = inhibition, usual class: inhibitors. 0.14% of 360,000 active;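 further: potency means the concentration at half of the fitted maximal effect; plate controls were vehicle for no effect and positive control for full effect; nearly all actives have a fitted effect of over 50% in size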
FUS suppressor: FUS proteinopathy suppression in yeast; Potency, µM (highest dose often 76.6 µM), inactives show top-dose growth rescue (activation), hits mostly activators; 0.24% of 390,000 active; AID 1347120; S. cerevisiae FUS-expressing, growth rescue, OD600, 24 h;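 further: potency means the concentration at half of the fitted maximal effect; plate controls were DMSO vehicle for no effect and reference control for full effect; nearly all actives have a fitted effect of over 55% in size; some results filed as inactive show a strong effect at the top dose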
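Cultures pregrown in 2.5% raffinose medium are shifted to minimal medium containing 2% galactose to express toxic FUS. Compounds are tested at several concentrations. After 24hr at 30C, growth is quantified at 600 nm absorbance.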
EPAC1 ag: agonists of human EPAC1 | EPAC1 agonist qHTS, biochemical assay; response scale: 100% = response to 6.5 mM cAMP | 0.073% of 360,000 active | Potency, µM (series often up to 154 µM), for inactives: at the highest dose activation, actives largely listed as activators | O95398 | AID 720707; further: potency means the concentration at half of the fitted maximal effect; nearly all actives have a fitted effect of over 60% in size
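Multi-concentration qHTS readout: loss of Rap1B-bound BODIPY-GDP fluorescence driven by 100 nM EPAC1 with excess GDP (50 uM), monitored kinetically at room temperature; agonist response expressed relative to 6.5 mM cAMP.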
Starred values were filed as active, the others as inactive; ? = inconclusive; . = no result given; [ ] = dose if it differs, or a comment. Unless noted, the call rests on the fitted dose curve; in most records, active means well fitted curve in the direction sought with a large enough effect; inconclusive means small, poorly fitted or top-dose-only effect, or another doubt; inactive means no such curve, though single readings can be large; an effect the other way counts as inactive or inconclusive.

SMILES | PI5P4K alpha inh | PLK1 PBD inh | IL-2 act | WRN helicase inh | Abeta rescue | EPAC1 antag | FUS suppressor | EPAC1 ag
Cc1cc(C)nc(Sc2c(F)c(F)c(C(F)(F)F)c(F)c2F)n1 | 1 | -2% | 1.9 | -21% | 10%[9.22 µM] | -5% | -54% | 4%
O=C(Nc1nc(COc2ccccc2)cs1)C12CC3CC(CC(C3)C1)C2 | . | -5% | -1.6 | -7% | 2% | 0% | 36% | 12%
COC(=O)c1ccc2c(=O)n(CCN3CCOCC3)c(SCC(=O)Nc3ccc(OC)cc3OC)nc2c1 | -5 | 2% | 0.6 | 6% | 6% | -1% | -35% | -5%
CCOC(=O)CSc1nc2ccccc2n1C(=O)OCC | 1 | 9% | 1.1 | -6% | 6% | -12% | 1% | 10%
CCCC(=O)Oc1cccc(C2NC(=O)c3ccccc3O2)c1 (stereo unspecified) | -1 | -5% | 0.6 | 0% | 7% | 12% | -13% | 6%
O=C(O)c1ccc2c(c1)C(=O)N(Cc1ccccc1)C2=O | -73* | -7% | -0.5 | -2% | 8% | -2% | 19% | -1%
CCCOc1ccc2c(=O)c(-c3cc(C(=O)OC)oc3C)c(C)oc2c1 | . | 4% | -2.9 | -8% | 3% | 5% | 44% | 4%
CCCC(CCC)C(=O)Nc1cccc(C(=O)O)c1 | . | 3% | -0.1 | -1% | 12% | 0% | 17% | 3%
O=C(N1CCOCC1)C12OC3CC(CC(C3)O1)O2 | 4 | -8% | 0.5 | 0% | -17% | 5% | -17% | 3%
O=C(c1ccco1)N1CCN(C(=S)Nc2ccccc2Cl)CC1 | -11 | 4% | -0.9 | -13% | 3% | -19% | . | 1%
Cn1cc(Br)c(C(=O)NNC(=O)c2ccc(Br)cc2)n1 | -12 | -5% | 3.1 | -5% | -12% | 4% | -10% | 9%
O=C(Cc1cccc(NC(=O)C2CCN(C(=O)CCc3ccccc3)CC2)c1)Nc1cccc(C(=O)N2CCCC2)c1 | -2 | -6% | -1.4 | 0% | 4% | -1% | 29% | 2%
O=C(CCn1c(=O)sc2ccccc21)NCc1ccccc1 | -2 | -21% | -4.9 | -4% | -8% | -10% | -16% | 0%
CCC(=O)N(Cc1cccs1)C1CCOC(C)(C)C1 (stereo unspecified) | 2 | 1% | 0.0 | -1% | 1% | 24% | 10% | 1%
CC(=O)Nc1ccc(S(=O)(=O)NCCC(=O)NCCCc2ccccc2)cc1 | 0 | -1% | 0.7 | -8% | 21% | 8% | 4% | 3%
COc1ccccc1C(=O)NNC(=O)C(=O)NC(C)C | 1 | -6% | 1.5 | -5% | 9% | -6% | 22% | -1%
CCC(=O)NC(=S)Nc1ccc(S(=O)(=O)NC(C)=O)cc1 | 1 | -9% | 0.3 | -8% | 0% | -9% | 5% | 6%
CCOc1ccccc1N=C1NC(=O)CS1 | -6 | 4% | -2.8 | 0% | -3% | 2% | 8% | -4%
Cn1cnnc1SCc1ccc(-c2ccc(Br)cc2)o1 | -29 | -20% | 0.7 | -4% | -7% | -9% | -11% | -7%
Clc1cccc(Nc2c3c(nc4ncnn24)CCC3)c1 | . | -2% | -2.3 | -3% | 9% | -14% | 14% | -3%
O=C(CN1CCN(c2ccccc2O)CC1)Nc1cccnc1Cl | -8 | -10% | -1.8 | 0% | 10% | -3% | 1% | -9%
COc1ccc(CNC(=O)[C@H](C)NC(=O)C2CCN(S(=O)(=O)c3ccccc3)CC2)cc1 | 1 | -12% | -2.0 | 4% | 5% | -9% | -2% | -2%
Clc1ccc(OCCN2CCOCC2)cc1Cl | 0 | -5% | 0.3 | 8%[57.1 µM] | -3% | -5% | 12% | 7%
Cc1cccc(OCc2nc(C#N)c(N3CC(C)CC(C)C3)o2)c1 (stereo unspecified) | -5 | 4% | -4.6 | 2% | 15% | -7% | 16% | -9%
Cc1c(C)n(CCC#N)c2ccccc12 | 3 | -6% | 1.1 | -12% | 5% | 1% | . | 0%
COc1ccccc1CC(=O)Nc1ccc(C(=O)N2CCCCC2)cc1 | 0 | -5% | -1.1 | -33% | 7% | 6% | . | 5%
O=C(Nc1cccc2ncccc12)c1cccc(Br)c1 | 6 | -10% | -0.1 | 2% | 17% | -13% | 9% | -7%
Cc1ccc(OCC(=O)N/N=C/C=C/c2ccco2)c(Br)c1 | ? | -19% | -2.8 | -14% | 3% | ? | ? | -10%
CC1(C)CCC(=O)N2CC[C@H]3C[C@H](OC(=O)Nc4ccc5c(c4)OCO5)C[C@@H]1[C@H]32 | -1 | -12% | -2.9 | 3% | -30% | -12% | 9% | 6%
COc1ccc(C(=O)/C=C/C(=O)N(CC(=O)NC2CCCCC2)CC2CCCO2)c(O)c1 (stereo unspecified) | 3 | 6.7µM* | -0.9 | -9% | 10% | -12% | 31% | -1%
O=C(CN1CCN(c2cccc(C(F)(F)F)c2)CC1)N(C1CCCC1)C1CCS(=O)(=O)C1 (stereo unspecified) | -2 | 6% | -2.7 | 10% | -5% | 7% | . | -8%
CC(=O)c1ccc(N(CC(=O)NCc2ccc3c(c2)OCO3)C(=O)c2csnn2)cc1 | 2 | -8% | -2.1 | -16% | -20% | -10% | 14% | -2%
Cc1ccc(CS(=O)Cc2ccc(C(=O)NCCc3ccccc3)o2)cc1 (stereo unspecified) | 3 | -3% | -0.1 | 1% | -4% | 19% | 21% | -1%
O=C(CSc1nc(C2CC2)nc2c1cnn2-c1ccccc1)Nc1c[nH]c(=O)[nH]c1=O | 0 | -20% | -0.2 | -21% | -7% | -15% | ? | -8%
O=C(O)c1ccc(N/N=C/c2cc3c(cc2[N+](=O)[O-])OCO3)cc1 | -6 | 4% | -1.9 | -12%[57.1 µM] | -1% | -21% | 25% | -4%
COc1ccc(/C=N/NC(=O)c2c(-c3ccccc3)noc2C)cc1[N+](=O)[O-] | -2 | 4% | -3.7 | 6% | -7% | 4% | -6% | -4%
O=C(NCC(c1cccs1)N1CCOCC1)c1cn(-c2ccccc2)nc1-c1ccc(Cl)cc1 (stereo unspecified) | 20 | -16% | -3.3 | -10% | ? | -14% | 12% | 11%
CC(C)(C)c1cc(NC(=O)Nc2ccccc2)no1 | 1 | -9% | -2.3 | -3% | -2% | 1% | -17% | -3%
C=CCn1c(=NC(=O)C2CC2)sc2cc(NC(C)=O)ccc21 | -2 | -3% | -0.1 | 1% | 3% | -1% | -20% | -14%
NS(=O)(=O)c1ccc(NC(=O)COC(=O)Cc2c[nH]c3ccccc23)cc1 | 1 | -2% | -0.3 | -28% | 4% | -6% | 8% | 9%
Cc1ccc(NC2CCCN(C(=O)CSc3ccccn3)C2)cc1C (stereo unspecified) | -6 | 24µM* | -4.0 | -33% | -5% | 0% | . | -1%
Cc1ccc2nc(NC(=O)CCCc3nc4ccccc4s3)sc2c1 | -12 | ? | 0.9 | -24% | 14% | 2% | 42% | ?
OC(COc1ccc(OCC(O)CN2CCCCCC2)cc1)CN1CCCCCC1 (stereo unspecified) | 10 | -2% | -0.1 | -7% | 8% | 0% | -21% | 1%
CCCCSc1nc(N)c(NC(=O)c2ccco2)c(=O)[nH]1 | 6 | -12% | -2.8 | 1% | -10% | -19% | -28% | -10%
COc1ccc(Cc2nnc(NC(=O)C(C)C)s2)cc1 | 0 | -9% | -0.8 | 8% | 5% | -2% | 5% | -7%
CSc1nc(C)c(Cl)c(C)c1C#N | 1 | -4% | -0.7 | -5% | 8% | 0% | -6% | 1%
Cc1c(NC(=O)C(C)OC(=O)c2sc3ccccc3c2Cl)c(=O)n(-c2ccccc2)n1C (stereo unspecified) | 0 | -9% | -1.4 | 5% | -5% | -1% | -2% | 1%
COc1cc2oc(-c3ccc(O)cc3)cc(=O)c2c(O)c1OC | -14 | -19% | -2.8 | -6% | 3% | -18% | -7% | -2%
Cc1ccc(C)c(NS(=O)(=O)c2cc(C(=O)NCc3ccccn3)ccc2Cl)c1 | . | -6% | -2.6 | -10% | -11% | -5% | -5% | 13%
CCN1CCN(c2nc3ccccc3nc2C(C#N)S(=O)(=O)c2ccc(C)c(C)c2)CC1 (stereo unspecified) | . | 4% | 0.3 | 2% | 14% | 8% | 13% | 2%
Next structures.
SMILES | PI5P4K alpha inh | PLK1 PBD inh | IL-2 act | WRN helicase inh | Abeta rescue | EPAC1 antag | FUS suppressor | EPAC1 ag
CN1CCCN(S(=O)(=O)c2cccc(C#N)c2)CC1 | 7 | -6% | -0.2 | -3% | -16% | 9% | -17% | 9%
Cc1ccccc1NC(=O)Cc1nc(COC(=O)c2cccc([N+](=O)[O-])c2)cs1 | 4 | -2% | 1.0 | -4% | 7% | 5% | 9% | -8%
CCOC(=O)C1CCCN(C(=O)c2ccc3[nH]c4c(c3c2)CC(C)CC4)C1 (stereo unspecified) | 1 | -6% | 1.0 | 7% | -1% | -21% | . | -3%
Cc1cccc(OCC(O)CN2CC3(C)CC2CC(C)(C)C3)c1 (stereo unspecified) | -1 | -8% | 1.1 | 4% | -16% | -8% | -17% | -2%
O=C(Nc1cc(S(=O)(=O)N2CCOCC2)ccc1N1CCOCC1)c1cc2c(s1)CCC2 | 1 | -6% | 0.0 | -4% | 27% | ? | 37% | 9%
Cc1ccc(C(=O)N2CCN(c3ccc(NC(=O)c4ccc(Br)o4)cc3)CC2)cc1 | -6 | -2% | -1.9 | -12% | -17% | -6% | ? | -2%
COc1cc(NC(=O)Cn2cnc3c(OCc4ccccc4)ncnc32)cc(OC)c1OC | 3 | -7% | 0.7 | 4% | 0% | -5% | 34% | -3%
O=C(NCC1OCCc2ccccc21)c1cc(COc2ccc(F)cc2Cl)on1 (stereo unspecified) | -5 | -9% | -3.2 | 3% | 8% | -4% | -22% | 11%
